# influenza NS1A: NS1A inhibition, H1N1 influenza, cell based functional assay (AID 504329). NS1A functional cell-based assay, percent inhibition; higher % means a stronger effect. inhibition, % at 12.5 µM; hits with a dose series show IC50 in µM. hit rate 0.3% among 340,000; in the data active = a potency from the dose series; inconclusive = inhibition above about 27% without an active follow-up result; note: strong numbers were not always called active
# tuberculosis growth: growth inhibition of non-replicating M. tuberculosis (AID 488890) | inhibition, % at 25 µM, or IC50 in µM where a hit was titrated | hit rate 0.39% among 320,000 | Mycobacterium tuberculosis non-replicating, growth inhibition; higher % means a stronger effect; in the data active = a potency from the dose series; inconclusive = inhibition mostly from about 82% at the one dose, without a potency; inactive = the rest, 99 in 100 with inhibition below about 76%;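 note: plate controls were DMSO cells for no effect and high antibiotic wells for full effect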
# H37Rv inhibition: M. tuberculosis growth inhibition, HTS (AID 449762); hit rate 0.59% among 330,000; M. tuberculosis H37Rv growth inhibition, 7H9 media; higher % means a stronger effect; inhibition, % at 25 µM, or IC50 in µM where a hit was titrated; in the data active = a potency from the dose series; inconclusive = inhibition above about 70% without an active follow-up result;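 note: bacterial growth assessed after seven days of incubation; strong numbers were not always called active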
# PhoP GFP inhibition: PhoP regulon inhibitors, Salmonella typhi PhoP promoter GFP reporter, confirmatory (AID 1850); Salmonella Typhi PhoP-promoter GFP reporter, fluorescence, 4 h; higher % means a stronger effect; inhibition, % at 50 µM, or IC50 in µM where a hit was titrated; hit rate 0.33% among 310,000; in the data active = a potency from the dose series; inconclusive = inhibition mostly from about 25% at the one dose, without a potency; inactive = the rest, 99 in 100 with inhibition below about 19%;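 note: 0% = induced wells with vehicle and 100% = uninduced wells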
# VEEV TC-83 Vero: inhibitors of VEEV TC-83 cytopathic effect, confirmation, Vero cells (AID 588727). hit rate 0.13% among 350,000. inhibition, % at 20 µM, or IC50 in µM where a hit was titrated. Vero cells, VEEV TC-83 cytopathic effect inhibition; higher % means a stronger effect; in the data active = a potency from the dose series; inconclusive = inhibition mostly from about 14% at the one dose, without a potency; inactive = the rest, 99 in 100 with inhibition below about 12%; note: strong numbers were not always called active
# VEEV TC-83 Vero 10K pilot screen: second read-out of VEEV TC-83 Vero, no call of its own (marks repeat the call); inhibition, %; measured here: 10K pilot screen inhibition
# * hit, by the source's call; i = inactive; ? = inconclusive; . = no result given. Rows were taken by chance. Share with any hit: about 1.5%.
SMILES,influenza NS1A,tuberculosis growth,H37Rv inhibition,PhoP GFP inhibition,VEEV TC-83 Vero,others
COc1ccc2c(c1)CCCC2NS(=O)(=O)OCC(Cl)(Cl)Cl (stereo unspecified),0%,41%,6%,7%,i,
CCOC(=O)C1(Cc2ccccc2)CCN(Cc2ccc(C3CCCCO3)s2)CC1 (stereo unspecified),-5%,12%,-1%,0%,i,
C[C@H](CO)N1C[C@H](C)[C@@H](CN(C)S(C)(=O)=O)Oc2c(NC(=O)c3ccncc3)cccc2C1=O,0%,5%,-2%,.,0.8%,
CC1(c2ccccc2)NC(=O)N(CC(=O)N(c2ccccc2)C2CCS(=O)(=O)C2)C1=O (stereo unspecified),-5%,-8%,-1%,.,1.4%,
CC(=O)Nc1ccc(NC(=O)CS(=O)(=O)c2cn(CC(=O)N3CCC(C)CC3)c3ccccc23)cc1,-10%,14%,-7%,-7%,1.4%,
CCc1nnc(N2C(=N)SCC2=O)s1,-2%,49%,24%,3%,i,
CCCc1nc2ccccc2c(=O)n1NC(=O)c1c(O)c2cccc3c2n(c1=O)CCC3,-1%,-5%,-1%,-15%,5.9%,
O=C(NN(C(=O)C1CC1)c1nc2ccccc2s1)C1CC1,-1%,-9%,6%,-9%,i,VEEV TC-83 Vero 10K pilot screen=1.0
O=C(CN1C(=O)S/C(=C/c2cccnc2)C1=O)N1CCOCC1,19%,-10%,-1%,8%,0.4%,
COc1ccc(N2CCN(C(=O)C(=O)c3c(C)n(C)c4ccccc34)CC2)cc1,-8%,-8%,8%,-8%,1.9%,
C=CCn1c(C)cc(C)c(C#N)c1=O,-5%,1%,-2%,-4%,i,
N#Cc1c(-c2ccco2)ccn(Cc2ccc(F)cc2)c1=O,4%,24%,6%,12%,2.1%,
COc1ccc(/C=C2\SC(=S)N(N3CCOCC3)C2=O)c(OC)c1,21%,-7%,8%,-10%,5.2%,
CN(C)C(=O)c1ccc(N/C=C(\C=O)c2nc3ccccc3o2)cc1,-10%,16%,7%,-5%,1.9%,
O=C(Nc1ccc(Cl)cc1C(=O)c1ccccc1Cl)c1ccco1,1%,13%,-4%,-8%,1.0%,VEEV TC-83 Vero 10K pilot screen=0.0
Cc1ccc(S(=O)(=O)N2CCN(C(=O)Cc3ccc(S(=O)(=O)N4CCOCC4)s3)CC2)cc1,3%,8%,-15%,-2%,1.9%,
O=C(c1ccccc1)N1CCN(S(=O)(=O)c2ccc(Cl)c(C(F)(F)F)c2)CC1,-16%,9%,-2%,.,i,
CN(CC(=O)Nc1ccc(Cl)c(C(F)(F)F)c1)C(=O)c1cccc2cccnc12,-3%,33%,1%,.,7.8%,
C[n+]1cccc(O)c1SCc1ccccc1,-3%,63%,?,-2%,0.2%,
O=C(c1cnn2c(C(F)(F)F)cc(-c3cccs3)nc12)N1CCOCC1,-7%,-2%,-2%,1%,7.4%,
O=C(NCc1cccc(Cl)c1)c1ccc2c(c1)OCCO2,-3%,-1%,4%,0%,2.4%,
CCOc1ccc(NC(=O)C2CCCN(C)C2)cc1 (stereo unspecified),8%,-7%,-2%,5%,i,
O=C(c1ccccc1)c1cnc[nH]1,2%,13%,-2%,-3%,4.1%,
CCc1cccc2sc(NC(=O)C3CC3)nc12,-5%,3%,0%,10%,9.9%,
Cc1cc(-c2ccc(C)c(S(=O)(=O)Nc3cc(C)on3)c2)on1,6%,18%,5%,-3%,0.3%,
SMILES,influenza NS1A,tuberculosis growth,H37Rv inhibition,PhoP GFP inhibition,VEEV TC-83 Vero,others
CCNc1nc(NCC)n2c(SCC(=O)Nc3ccc(C(F)(F)F)cc3[N+](=O)[O-])nnc2n1,-12%,-10%,3%,-4%,11%,
O=[N+]([O-])c1ccc(Oc2cc(NC3CCCCCCC3)c([N+](=O)[O-])cc2[N+](=O)[O-])cc1,12%,7%,0%,0%,i,
Cc1ccc(NC(=O)c2cccc(Oc3ccc([N+](=O)[O-])cc3)c2)c(C(=O)O)c1,2%,71%,4%,-7%,0.9%,
O=C(c1ccc(Br)s1)N1CCN(C/C=C/c2ccccc2)CC1,-8%,52%,45%,0%,i,
C=CCN1CC(=O)N2C(C)c3[nH]c4ccccc4c3C[C@H]2C1=O (stereo partly specified),0%,2%,-3%,-17%,1.2%,
Cc1ccc(C2(C)NC(=O)N(CC(=O)N3CC(=O)Nc4ccccc43)C2=O)cc1 (stereo unspecified),-6%,-14%,-4%,.,0.2%,
C/C(CC(=O)N(C(C)C)C(C)C)=N\NC(=O)COc1ccc(Br)cc1Br,1%,-8%,4%,-7%,5.9%,
O=C(O)c1ccccc1/C=N/N1CCN(C2c3ccccc3-c3ccccc32)CC1,.,14%,9%,2%,0.8%,
O=C(CCCOc1ccc(Cl)cc1)N1CCCCC1,-1%,22%,-3%,2%,1.4%,
CC1(C)Cc2nc(N)c(=O)sc2C1,-4%,-11%,-1%,-3%,0.1%,
CCOC(=O)C1CCN(C(=O)C23CC4CC(CC(C4)C2)C3)CC1,-30%,15%,0%,7%,i,
COc1cccc(CN2CCNC(=O)C2CC(=O)N(C)CCc2ccccn2)c1OC (stereo unspecified),.,29%,3%,-9%,.,
Cc1ccccc1Cn1cc(NC(=O)CCCn2nc([N+](=O)[O-])cc2C)cn1,-3%,6%,10%,5%,i,
O=C(N/N=C/c1ccc(O)cc1O)NC12CC3CC(CC(C3)C1)C2,3%,34%,4%,-7%,4.6%,
O=C(c1cccc2ccccc12)N1CCN(c2ccc([N+](=O)[O-])c(N3CCOCC3)c2)CC1,9%,14%,-2%,-14%,5.0%,
O=[N+]([O-])c1ccc2nc(NS(=O)(=O)c3ccccc3[N+](=O)[O-])sc2c1,4%,2%,1%,4%,1.9%,
O=C1CC(NC(=O)C(F)(F)F)c2cc3c(cc21)OCO3 (stereo unspecified),-5%,-2%,-2%,2%,0.5%,
CC(NC(=O)c1cc(-c2cccs2)on1)c1ccccc1 (stereo unspecified),3%,4%,-2%,1%,1.2%,
COc1ccc(NC(=O)c2cn(CCC#N)nc2-c2cccc(Br)c2)cc1,-5%,15%,4%,-4%,1.6%,
COC(=O)Cn1cnc2scc(-c3ccc(C)cc3)c2c1=O,3%,34%,-12%,-7%,0.9%,
CCc1ccccc1NC(=S)Nc1cc(OC)c(NC(=O)C(C)C)cc1OC,-1%,18%,-1%,-4%,0.2%,
CC[C@@]12C(=O)N(c3cccc(Br)c3)C(=O)N1[C@H](c1ccc(Br)cc1)[C@@H]1C(=O)N(C(C)(C)C)C(=O)[C@@H]12,-4%,24%,5%,1%,2.5%,
O=C(CCNc1n[nH]c(=O)[nH]c1=O)N1CCCCC1,1%,0%,-4%,-5%,i,
C=C(c1ccccc1)c1ccc(N(C)C)cc1,4%,7%,2%,-15%,i,
O=C(O)C1C2CCC(O2)C1C(=O)Nc1ccc(OC(F)F)cc1 (stereo unspecified),-4%,-17%,3%,-1%,i,
SMILES,influenza NS1A,tuberculosis growth,H37Rv inhibition,PhoP GFP inhibition,VEEV TC-83 Vero,others
COc1ccc(-[n+]2c(-c3ccccc3)cc(-c3ccc(C)cc3)cc2-c2ccccc2)cc1,-7%,?,?,13%,2.7%,
O=C(CN1CCN(Cc2ccccc2Cl)C1=O)NCc1ccco1,0%,-28%,-6%,-4%,1.1%,
CC1(C)Cc2nc(Cl)c(C#N)cc2CO1,-1%,-3%,0%,5%,1.0%,
CCOc1ccc(NC(=O)c2sc3nc(N4CCOCC4)c4c(c3c2N)CC(C)(C)OC4)cc1,4%,2%,6%,10%,i,
CC(=O)c1ccc(S(=O)(=O)N2CCN(C(=O)CSc3ccc(C)c(C)c3)CC2)cc1,6%,8%,4%,-5%,0.5%,
CC1CCCC(NC(=O)c2ccc3snnc3c2)C1C (stereo unspecified),-2%,41%,0%,6%,0.5%,
O=C(Cn1cnc2c(oc3ccccc32)c1=O)NCc1ccco1,2%,-14%,-2%,-1%,0.4%,
O=C(N1CCCCCC1)N1CC1,-15%,.,.,.,i,
Cc1ccc2cc(C3CC(c4ccco4)=NN3C(=O)CCCC(=O)O)c(Cl)nc2c1 (stereo unspecified),-19%,-15%,0%,7%,1.9%,
CCOC(=O)Cn1c(=NC(=O)c2cc(-c3cccs3)nc3ccccc23)sc2cc(S(N)(=O)=O)ccc21,19%,?,6%,-1%,0.7%,
CC(OC(=O)c1cccc(-n2cnnn2)c1)C(=O)N(C)c1ccccc1 (stereo unspecified),7%,-16%,-6%,-8%,5.6%,
CC1CCCCC12NC(=O)N(CC(=O)c1ccc[nH]1)C2=O (stereo unspecified),20%,15%,-2%,-1%,1.9%,
Cc1ccccc1Cc1c(C)nc2c(C(=O)N3CCN(Cc4ccc5c(c4)OCO5)CC3)cnn2c1C,3%,16%,?,-4%,i,
O=C(/C=C/c1ccccc1)NC(=S)N1CCSCC1,3%,33%,-4%,24%,0.3%,
CCOC(=O)c1[nH]c2ccc(OC)cc2c1NC(=S)N1CCN(c2ccccc2)CC1,8%,-12%,-2%,-3%,8.0%,
O=c1[nH]c(Cc2ccc(F)cc2)nc2scc(-c3ccc(F)cc3)c12,1%,26%,-5%,-15%,0.9%,
COc1ccc(S(=O)(=O)NNC(=S)NCCc2ccccc2)c(OC)c1,-1%,19%,0%,-8%,1.7%,
COc1ccc(OC)c(NC(=S)NC(=O)c2ccc(Br)o2)c1,18%,-4%,-7%,-7%,1.1%,
O=C(N/N=C/c1cccnc1)c1sc2ccccc2c1Cl,-6%,28%,66%,8%,2.9%,
CC(=O)Nc1nnc(Cc2ccccc2)s1,0%,-6%,-1%,-5%,2.0%,
CCCCN1C(=O)N(c2nnc(C(C)(C)C)s2)C(O)C1c1ccc(C)cc1 (stereo unspecified),8%,15%,9%,4%,?,
N=C1C(c2nc3ccccc3s2)=C(O)CN1CCCO,-13%,-8%,-5%,1%,1.8%,
Cc1nnc(SCCn2c(N3CCN(C)CC3)nc3c2c(=O)n(C)c(=O)n3C)s1,-15%,-12%,-3%,7%,0.6%,
C=C(CN(C)C)C(=O)c1ccc(C)cc1C,0%,.,.,.,3.8%,
COc1cccc(CN2CCN(Cc3c(C)nn(C(C)C)c3C)CC2CCO)c1 (stereo unspecified),-6%,13%,-8%,1%,0.4%,

# For convenience, some entries already given:
SMILES,influenza NS1A,tuberculosis growth,H37Rv inhibition,PhoP GFP inhibition,VEEV TC-83 Vero,others
COc1ccc2c(c1)CCCC2NS(=O)(=O)OCC(Cl)(Cl)Cl (stereo unspecified),0%,41%,6%,7%,i,
CCOC(=O)C1(Cc2ccccc2)CCN(Cc2ccc(C3CCCCO3)s2)CC1 (stereo unspecified),-5%,12%,-1%,0%,i,
C[C@H](CO)N1C[C@H](C)[C@@H](CN(C)S(C)(=O)=O)Oc2c(NC(=O)c3ccncc3)cccc2C1=O,0%,5%,-2%,.,0.8%,
CC1(c2ccccc2)NC(=O)N(CC(=O)N(c2ccccc2)C2CCS(=O)(=O)C2)C1=O (stereo unspecified),-5%,-8%,-1%,.,1.4%,
CC(=O)Nc1ccc(NC(=O)CS(=O)(=O)c2cn(CC(=O)N3CCC(C)CC3)c3ccccc23)cc1,-10%,14%,-7%,-7%,1.4%,
CCc1nnc(N2C(=N)SCC2=O)s1,-2%,49%,24%,3%,i,

# Continued:
SMILES,influenza NS1A,tuberculosis growth,H37Rv inhibition,PhoP GFP inhibition,VEEV TC-83 Vero,others
CCOC(=O)/C(C#N)=C/c1cc2ccccc2nc1Cl,16%,.,.,7%,1.2%,
O=C(CCC1CCCC1)N1CCN(C2CCCC2)CC1,0%,73%,-10%,-2%,0.3%,
CC1CCc2c(sc(NC(=O)COC(=O)c3ccccc3NCc3ccco3)c2C#N)C1 (stereo unspecified),-1%,14%,-18%,2%,i,
Cc1nnc(SCC(=O)NCC2CCCCC2)n(N)c1=O,2%,0%,-3%,-3%,i,
Cc1cc(NC(=O)COC(=O)c2ccco2)no1,2%,-4%,9%,-13%,1.2%,
Cc1ccc(OCCC(=O)OCC(=O)NC(=O)NCc2ccccc2)cc1,-4%,44%,1%,4%,1.3%,
O=C1CC(NS(=O)(=O)c2ccc([N+](=O)[O-])cc2)CN1c1cccc(F)c1 (stereo unspecified),-10%,-5%,-2%,4%,2.8%,
CCOc1c(Cl)cc(/C=N/O)cc1OC,-4%,-18%,0%,3%,0.3%,
Cc1cc(OCc2nn[nH]n2)c2c(-c3ccccc3)cc(=O)oc2c1,-6%,-13%,-6%,2%,2.3%,
Cc1ccc(NC(=O)CN2CCCCC2)c2c1CC(C)(C)O2,1%,1%,-3%,5%,i,

# High-throughput results from PubChem BioAssay.
